HepG2 viability: HepG2 cytotoxicity, counter-screen for TGF-b inhibitors; HepG2 CAGA-GFP viability, ATP luminescence, 18 h; Potency, µM (titrated, usually from 46.1 µM), inactives show at the highest dose activity change, negative = cytotoxicity, most hits filed as cytotoxic; 410,000 tested, 0.76% active; AID 588856; further: potency means the concentration at half of the fitted maximal effect; some results filed as inactive show a strong effect at the top dose
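CellTiter-Glo luminescence gave cytotoxicity after 18 hours at 37 degrees C. The cells were HepG2 CAGA-GFP in 1% FBS DMEM, stimulated with 500 pg/mL TGF-beta after compound addition. %Activity was normalised to no-cell wells (complete cell-killing) and DMSO (no toxicity), and curves were fitted and classified.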
EPAC2 ag: agonists of human EPAC2 (RAPGEF4). Q8WZA2. EPAC2 activation, biochemical qHTS; response scale: 100% = 6.5 mM cAMP response. Potency, µM (top dose mostly 154 µM), without a hit: top-dose activation, actives largely listed as activators. 360,000 tested, 0.079% active; further: potency means the concentration at half of the fitted maximal effect; nearly all actives have a fitted effect of over 50% in size
Target sequence (Q8WZA2 whole entry, looked up): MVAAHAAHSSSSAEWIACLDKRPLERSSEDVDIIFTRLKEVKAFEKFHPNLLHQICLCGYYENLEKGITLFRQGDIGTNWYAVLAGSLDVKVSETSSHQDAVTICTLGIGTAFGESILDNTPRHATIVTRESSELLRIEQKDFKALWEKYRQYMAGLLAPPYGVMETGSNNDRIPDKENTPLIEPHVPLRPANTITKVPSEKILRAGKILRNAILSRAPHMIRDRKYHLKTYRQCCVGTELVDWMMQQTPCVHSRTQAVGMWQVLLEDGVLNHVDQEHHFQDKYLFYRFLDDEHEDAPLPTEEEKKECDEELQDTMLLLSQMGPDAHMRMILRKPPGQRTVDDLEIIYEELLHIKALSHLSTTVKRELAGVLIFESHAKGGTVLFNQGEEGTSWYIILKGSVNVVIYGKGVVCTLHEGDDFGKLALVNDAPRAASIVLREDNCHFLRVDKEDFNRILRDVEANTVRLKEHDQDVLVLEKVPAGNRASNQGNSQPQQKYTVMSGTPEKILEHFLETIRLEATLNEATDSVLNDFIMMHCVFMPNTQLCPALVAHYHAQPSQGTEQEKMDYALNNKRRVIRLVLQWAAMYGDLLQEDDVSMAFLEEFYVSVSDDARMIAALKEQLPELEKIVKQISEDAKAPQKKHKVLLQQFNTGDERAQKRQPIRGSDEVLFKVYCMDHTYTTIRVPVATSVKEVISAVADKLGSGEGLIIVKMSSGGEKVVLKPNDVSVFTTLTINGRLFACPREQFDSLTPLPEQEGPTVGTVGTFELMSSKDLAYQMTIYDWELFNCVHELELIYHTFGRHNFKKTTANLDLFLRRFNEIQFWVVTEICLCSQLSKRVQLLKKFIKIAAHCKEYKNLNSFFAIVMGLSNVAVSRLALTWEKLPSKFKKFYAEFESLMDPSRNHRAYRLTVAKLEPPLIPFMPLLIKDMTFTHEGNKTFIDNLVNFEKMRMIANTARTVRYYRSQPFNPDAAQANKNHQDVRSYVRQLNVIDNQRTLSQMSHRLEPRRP
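Nucleotide exchange monitored as fluorescence drop when BODIPY-GDP leaves Rap1B. Reaction: 100 nM EPAC2, 250 nM RAP1B-BODIPY-GDP, 50 uM GDP, room temperature, kinetic read over 30 min. Activity expressed relative to 6.5 mM cAMP.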
S2 tox: viability counter-screen for ATXN expression inhibitors | 400,000 tested, 0.49% active | S2 cells (HEK-293 line with an ATXN2-luciferase reporter) viability, CellTiter-Fluor protease fluorescence, 24 h | Potency, µM (top dose mostly 56.7 µM), hits mostly cytotoxic; further: potency means the concentration at half of the fitted maximal effect; nearly all actives have a fitted effect of over 40% in size
A549 viability: kills or reduces viability of A549 cells in Nrf2 counter-screen; Potency, µM (series often up to 46 µM), without a hit: at the top dose activity change, negative = cytotoxicity, actives largely listed as inhibitors; 390,000 tested, 0.16% active; A549 ARE-Fluc cells, CellTiter-Fluor viability, 18-24 h; further: potency means the concentration at half of the fitted maximal effect; on the % scale 0 is the no-effect control and ±100 the full control effect
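A549 ARE-Fluc cells in 5% FBS OPTI-MEM, 5000 cells/well, rested 2 h then exposed to compounds in concentration-response for 18-24 h at 37 °C. Viability by CellTiter-Fluor fluorescence (Ex 405/Em 525) after 30 min; luciferase luminescence (BugLite, 15 min, RT) read afterwards.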
Nrf2 block: Nrf2 pathway inhibition | A549 ARE-Fluc reporter, luciferase luminescence, 18-24 h | Potency, µM (titrated, usually from 46 µM), for inactives: top-dose activity change, negative = inhibition, actives largely listed as inhibitors | 360,000 tested, 2.1% active | AID 504444; further: potency means the concentration at half of the fitted maximal effect; on the % scale 0 is the no-effect control and ±100 the full control effect; nearly all actives have a fitted effect of over 60% in size
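Nrf2 activity is the BugLite luminescence, read 15 min after reagent at room temperature, following CellTiter-Fluor cytotoxicity readout (30 min, 37C). Compound titrations were applied for 18-24 h to 5000 A549 ARE_Fluc cells/well in 5% FBS OPTI-MEM.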
TGFb inhibitor: TGF-b pathway inhibition. 410,000 tested, 1.2% active. AID 588855. Potency, µM (doses to about 46.1 µM), for the others: top-dose activity, negative = inhibition, most hits filed as inhibitors. HepG2 CAGA-GFP TGF-b/SMAD3 reporter, GFP fluorescence, 18 h; TGF-beta stimulated, 500 pg/mL final; further: potency means the concentration at half of the fitted maximal effect; on the % scale 0 is the no-effect control and ±100 the full control effect; nearly all actives have a fitted effect of over 65% in size
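Read-out: total well GFP (ex488/em500-530) summed from mean per-cell fluorescence. Cells: HEPG2 CAGA-GFP, 1% FBS DMEM, 18 h at 37 degrees C with 500 pg/mL final TGF-beta. Unstimulated wells served as the full-inhibition control; stimulated DMSO wells = 0%.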
ATXN2 expr inh: ATXN2 expression inhibition; HEK-293 ATXN2-luciferase reporter, luminescence, 24 h; Potency, µM (series often up to 57 µM), without a hit: top-dose activity change, negative = inhibition, actives largely listed as inhibitors; 360,000 tested, 0.72% active; AID 1745845; further: potency means the concentration at half of the fitted maximal effect; on the % scale 0 is the no-effect control and ±100 the full control effect; nearly all actives have a fitted effect of over 55% in size
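ATXN2-luciferase reporter cells (luciferase flanked by upstream and downstream ATXN2 gene portions) were treated 24 h at 37 °C with compounds at up to 57 uM. SteadyGlo luminescence gave expression; GF-AFC fluorescence gave viability.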
Nrf2 activator: Nrf2 pathway activation; AREc32 ARE-luciferase reporter (MCF7-derived line), luminescence, 24 h; Potency, µM (series often up to 46.1 µM), for inactives: top-dose activation, usual class: activators; 410,000 tested, 0.31% active; further: potency means the concentration at half of the fitted maximal effect; % of control where 0% means no effect; nearly all actives have a fitted effect of over 65% in size
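ARE activation measured as luciferase luminescence (Steady-Glo, 30 min RT) in AREc32_Fluc cells after 24 hr compound exposure at 37 deg C, 5% CO2; cells seeded overnight at 1000/well in OPTI-MEM, 5% FBS.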
IL-2 act: activates IL-2 in a cell-based reporter assay | activation, % (series mostly up to about 46 µM) | IL-2 activation reporter assay, cell-based qHTS; stimulated with anti-CD3/CD4/CD28 beads; in transgenic mouse T cells | AID 652025 | 360,000 tested, 0.065% active; in the data active means activation above about 50%; inconclusive means mostly about 30% to 49%; further: 0% is about no effect
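Using fluorescent plate cytometry, EGFP and DsRed are detected in transgenic mouse T cells stimulated 18 h at 37 degrees C with antibody-coated beads after 60 min compound pretreatment.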
Numbers without * were called inactive; i = inactive; ? = inconclusive; . = not tested or not shown; & = joins results of further samples; [ ] = dose if it differs, or a comment. Unless noted, the call rests on the fitted dose curve; in most records, active means well fitted curve in the direction sought with a large enough effect; inconclusive means small, poorly fitted or top-dose-only effect, or another doubt; inactive means no such curve, though single readings can be large; an effect the other way counts as inactive or inconclusive.

SMILES | HepG2 viability | EPAC2 ag | S2 tox | A549 viability | Nrf2 block | TGFb inhibitor | ATXN2 expr inh | Nrf2 activator | IL-2 act
CC(C)(C)NC(=O)CCSc1nnc(-c2ccco2)o1 | 1% | -1% | i | 0% | 12% | -5% | 1%[11.3 µM] | -0.1% | -0.9
CCOc1ccc(CCNC(=O)c2ccc(Nc3nc4ccccc4n4nnnc34)cc2)cc1OCC | 4% | . | i | 11% | ? | 1% | -9% | 2.3% | .
Cc1ccc(S(=O)(=O)N2CCCCC2)cc1NC(=O)C1CC(=O)N(Cc2ccco2)C1 (centres undefined) | 11% | 22% | ? | 3% | 18% | 10% | -11% | 0.5% | -0.8
CCC12CN3CC(CC)(CN(C1)C3c1c(O)ccc3ccccc13)C2=O (centres undefined) | -23% | 0% | i | -7% | -4% | -11% | 3% | 2.0% | -4.7
COc1ccc(OC)c(-n2nnc(-c3nc(-c4cc(OC)c(OC)c(OC)c4)no3)c2C)c1 | -3% | . | . | -5% | ? | . | . | 0.5% | .
Cc1nc(NC(=O)C23CC4CC(CC(C4)C2)C3)sc1Cc1ccc2c(c1)OCO2 | 0% | 5% | i | -6% | ? | ? | 27% | 9.0% | -0.7
COc1ccc(/C=C/C(=O)NC(=S)NNC(=O)c2cccnc2)cc1 | -43% | -8% | i | -1% | -1% | -21% | -2% | 5.1% | -1.3
Oc1cccc(Oc2ncc(C(F)(F)F)cc2Cl)c1 | -41% | 5% | ? | 0% | ? | ? | 1% | -0.1% | 2.0
Cc1ccccc1-c1nc(C#N)c(N2CCCCC2)o1 | -1% | 15% | . | 12% | 3% | 6% | -7% | 0.3% | -5.0
COc1ccccc1C(=O)NNC(=O)c1ccncc1 | -9% | 8% | i | -1% | 8% | 1% | -8% | 0.2% | 0.4
CC1CN(C(=O)CCCN2C(=O)c3ccccc3C2=O)CC(C)O1 (centres undefined) | 5% | 3% | i | -10% | 14% | 14% | . | -0.5% | -2.3
CCOc1ccc(-n2nc3ccc(NC(=O)Cc4ccccc4)cc3n2)cc1 | -93% | . | 14µM* | -2% | -27% | ? | ? | -6.3% | .
Cc1cc(C)cc(-n2c(C)c3c(C)nnc(C)c3c2C)c1 | 0% | -7% | i | -20% | ? | -5% | -22% | 0.1% | -0.5
CCc1nc(Nc2ccc(F)cc2)c2oc3ccccc3c2n1 | -33% | 7% | ? | 1% | 6% | -17% | -18% | 6.2% | -0.6
Cc1ccc(S(=O)(=O)N2CCCOC2CNC(=O)C(=O)NC2CCCC2)cc1 (centres undefined) | -6% | -1% | ? | 0% | -4% | -6% | 11% | -0.5% | -1.6
COCCN1Cc2cccc(C(=O)Nc3c(C)cccc3C)c2C1=O | -20% | -2% | i | -4% | 22% | -2% | -2% | 0.2% | -1.9
CCC(=O)OCC(=O)[C@@]1(OC(=O)CC)[C@@H](C)C[C@H]2[C@@H]3CCC4=CC(=O)C=C[C@]4(C)[C@@]3(Cl)[C@@H](O)C[C@@]21C | -6% | 3% | ? | -5% | 0.0058µM* | 34% | -20% | 5.9% | -0.6
Cc1cccc(NCC(=O)N/N=C\c2c[nH]c3ccccc23)c1 | 13% | 1% | i | ? | ? | -36% | -8%[11.3 µM] | 0.0% | 0.7
Cc1ccc(NC(=O)CCC(=O)NNC(=O)c2ccco2)cc1C | -14% | 9% | i | 3%[1.84 µM] | 2% | -1% | 4% | -0.1% | -0.8
COc1ccc(S(=O)(=O)Oc2cccc(/C=N/N=C3/NC(=O)C(CC(=O)O)S3)c2)cc1 (centres undefined) | 7% | -2% | i | 0% | 1% | -5% | 2% | 0.0% | -0.7
C=C1c2cc(C)ccc2NC(=O)N1c1ccccc1 | -5% | 4% | i | 4% | ? | 1% | . | 0.1% | -0.1
CCOC(=O)N1CCN(CCC(=O)Nc2cccc(C)c2)CC1 | 10% | 0% | i | 2% | 5% | 4% | -8% | 0.4% | 3.3
Cc1c(C)n(Cc2ccccc2)c2ncnc(NCCO)c12 | -15% | 3% | i | 19% | 8% | 4% | 4% | -0.3% | 1.3
CCOC(=O)c1c(C)[nH]c(C(=O)NNC(=O)c2ccccc2F)c1C | -14% | 9% | i | -14% | ? | 22% | 34%[activator] | 0.3% | 4.9
Cc1ccc2c(O)c(Cc3ccccc3)c(=O)[nH]c2n1 | 2% | 1% | i | -1% | 5% | 3% | 0% | 1.2% | -4.4
Carrying on.
SMILES | HepG2 viability | EPAC2 ag | S2 tox | A549 viability | Nrf2 block | TGFb inhibitor | ATXN2 expr inh | Nrf2 activator | IL-2 act
O=C(O)c1ccc2noc(-c3ccccc3)c2c1 | 2% | 2% | i | -5% | ? | -2% | 39%[activator] | 0.3% | 0.9
COC(=O)NNS(=O)(=O)c1ccc(C)cc1 | 1% | 0% | i | -3% | 6% | -9% | -3% | -0.3% | -2.7
CCSc1ncc(Cl)c(C(=O)N(Cc2ccccc2)Cc2ccco2)n1 | -36% | . | . | 0% | ? | . | . | 0.4% | .
Cc1cc(C(=O)Nc2c(F)cc(F)cc2Br)no1 | -27% | 11% | i | 0% | 14% | 6% | 24% | -0.1% | -1.0
S=c1nc(-c2ccccc2)n(CCCn2ccnc2)c2c1CCCC2 | 9% | 10% | i | 0% | 3% | 15% | 3% | -0.4% | -1.9
O=C(CN1C(=O)NC2(CCCCCCC2)C1=O)NCc1ccccc1 | 8% | -1% | i | 2% | 1% | 5% | 3% | -0.8% | 0.3
COc1ccc(C2/C=C\CN(S(=O)(=O)c3ccc(C)cc3)C(C)C(=O)N2Cc2ccc(F)cc2)cc1 (centres undefined) | -8% | . | . | 7% | -12% | -26% | . | . | .
CC(C)C[C@H]1CN([C@@H](Cc2ccc(O)cc2)CN2CCC[C@@H]2CN2C(=O)C(=O)NC[C@@H]2Cc2ccccc2)C(=O)C(=O)N1CC1CCCCCC1 | -4% | -5% | ? | -10% | 14% | ? | ? | 4.8% | -0.4
Cc1cc(C)cc(NC(=O)Cn2c(=O)n(CC(=O)NCCc3ccccc3)c(=O)c3ccccc32)c1 | -23% | . | i | 0% | -4% | -15% | -15% | -0.6% | .
O=C(c1ccc([N+](=O)[O-])cc1)N1CCSC1c1cccc(Cl)c1 (centres undefined) | -9% | 21% | i | 1% | 0% | 1% | -36% | -0.1% | -0.1
O=S(=O)(NCc1ccco1)N1CCOCC1 | 20% | 3% | i | 2% | . | -7% | -3% | -0.7% | -4.8
O=S(=O)(NC(=NC1CCCC1)C(F)(F)F)c1ccccc1 | -92% | 8% | i | -5% | . | -17% | -16% | -0.7% | -0.2
Brc1ccc([C@H]2C=C[C@H]3CCCN4CC[C@H]2[C@@H]3[C@]42CO2)cc1 | . | 9% | i | . | . | . | -30% | 4.5% | -1.0
O=C(CSc1ncc2c(n1)-c1cc(Cl)ccc1N(Cc1ccccc1)S2(=O)=O)NCc1ccccc1 | -19% | . | i | 6% | 24% | -12% | 4% | 3.4% | .
CN(CC(=O)Nc1ccccc1Cl)C(=O)COC(=O)c1ccc(Cl)cc1[N+](=O)[O-] | -8% | 6% | i | -8% | 8% | -17% | -5% | 3.4% | -2.1
CCOc1ccc(NC(=O)CN2CCN(Cc3c(F)cccc3F)CC2)cc1 | -19% | 0% | i | 0% | -2% | 0% | . | -0.4% | 1.2
Cc1ccc(Cl)cc1N1CCN(c2cccc[n+]2C)CC1 | -5% | 5% | i | 3% | 8.2µM* | 1% | -21% | -0.6% | -2.9
C[C@]12c3[nH]c4ccccc4c3CCN1C(=O)C(CC(=O)NCc1cccc(C(F)(F)F)c1)C[C@@H]2C(=O)N1CCOCC1 (some centres undefined) | -28% | 8% | i | -10% | 7% | -32% | -1% | 3.4% | -0.4
COc1ccc(OC)c(C2C(C(N)=O)=C(C)Nc3nc(CCCO)nn32)c1 (centres undefined) | -12% | 11% | i | -1% | -24% | -3% | 5% | -0.4% | 0.6
O=C(CN1CCC(n2nnc3cc(F)ccc32)CC1)N1CCc2ccccc2C1 | -34% | 7% | i | -8% | ? | -26% | -8% | 0.5% | -0.4
Cn1c(COc2cccc3ccccc23)nnc1SCC(=O)OC1CCCCC1 | -16% | 12% | i | -3% | 0% | -35% | . | 0.1% | 0.3
Cc1ccc(CSc2ncnc3c2cnn3-c2ccccc2)cc1 | -8% | 15% | i | 7% | ? | 3% | 27% | 2.7%[9.22 µM] | 0.3
O=C(CCN1CCN(c2ccccc2)CC1)NNC(=O)Cc1c(F)cccc1Cl | -8% | 7% | i | ? | ? | -15% | 5% | 5.2% | 0.1
Cc1ccc(C)c(NC(=O)CSc2ccc(-c3cccs3)nn2)c1 | 32% | 2% | i | 2% | -6% | -4% | -18% | 0.3% | 3.0
CC1C(=O)N2CCCc3cc(NC(=O)C(=O)NCCc4c[nH]c5ccccc45)cc1c32 (centres undefined) | -7% | -4% | i | -1% | -17% | -15% | 6% | 11% | -1.1
Cc1ccc(NC(=O)Cn2nnc(C(=O)NCc3cccs3)c2N)cc1Cl | 4%&2% | -3% | i | -1%&7% | ? | 11%&-3% | -6% | -0.7%&-0.1% | -2.8

Entries listed so far with bromine (2):
SMILES | HepG2 viability | EPAC2 ag | S2 tox | A549 viability | Nrf2 block | TGFb inhibitor | ATXN2 expr inh | Nrf2 activator | IL-2 act
Cc1cc(C(=O)Nc2c(F)cc(F)cc2Br)no1 | -27% | 11% | i | 0% | 14% | 6% | 24% | -0.1% | -1.0
Brc1ccc([C@H]2C=C[C@H]3CCCN4CC[C@H]2[C@@H]3[C@]42CO2)cc1 | . | 9% | i | . | . | . | -30% | 4.5% | -1.0

Bioassay records from PubChem.
